# High-throughput results as filed in PubChem.
# UGM FP inh – inhibitors of M. tuberculosis UDP-galactopyranose mutase; hit rate 0.06% among 320,000; inhibition, % at 10 µM; purified UGM, fluorescence polarization probe displacement; P9WIQ1; AID 504406; in the data active means inhibition above about 10%, passing the limit was not always enough; inconclusive means no clear call, values can overlap the other calls
# Target sequence (P9WIQ1 whole entry, looked up): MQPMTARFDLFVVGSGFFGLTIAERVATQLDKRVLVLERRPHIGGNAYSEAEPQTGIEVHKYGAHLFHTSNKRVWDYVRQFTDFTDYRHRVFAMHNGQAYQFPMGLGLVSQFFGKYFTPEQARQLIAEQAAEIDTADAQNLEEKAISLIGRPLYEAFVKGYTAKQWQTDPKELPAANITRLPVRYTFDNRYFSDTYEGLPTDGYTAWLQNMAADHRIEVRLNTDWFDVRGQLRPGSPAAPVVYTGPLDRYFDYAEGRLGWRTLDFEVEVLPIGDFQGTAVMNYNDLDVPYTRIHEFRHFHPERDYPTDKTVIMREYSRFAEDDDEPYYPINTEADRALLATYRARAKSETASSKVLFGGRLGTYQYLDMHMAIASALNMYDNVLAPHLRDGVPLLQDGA
# BoNT-A LC inh2 – blocks Botulinum neurotoxin A light chain protease; multiplex microsphere protease substrate cleavage, flow cytometry; inhibition, % at 10 µM; hit rate 0.17% among 360,000; further: plate controls were buffer without enzyme for full effect and enzyme alone for no effect
# Mtb FBA inh – Mtb fructose-bisphosphate aldolase inhibition | hit rate 2.3% among 360,000 | P9WQA3 | inhibition, % at 1 µM | purified M. tuberculosis FBA, fluorescence read-out; in the data active means inhibition above about 27%;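 further: 0% = vehicle and 100% = reference inhibitor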
# Target sequence (P9WQA3 whole entry, looked up): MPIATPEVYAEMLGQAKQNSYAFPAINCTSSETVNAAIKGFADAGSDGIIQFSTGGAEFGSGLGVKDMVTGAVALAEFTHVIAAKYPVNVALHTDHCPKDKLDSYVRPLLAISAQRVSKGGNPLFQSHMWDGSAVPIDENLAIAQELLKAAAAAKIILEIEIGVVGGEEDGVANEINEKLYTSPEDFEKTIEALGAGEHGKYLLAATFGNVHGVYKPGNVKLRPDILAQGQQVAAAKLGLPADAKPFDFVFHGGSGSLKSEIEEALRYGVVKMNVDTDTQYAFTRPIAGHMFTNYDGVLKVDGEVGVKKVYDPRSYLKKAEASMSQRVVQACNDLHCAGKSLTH
# GDH-TPI counter – GDH-TPI coupled enzyme inhibition counter-screen; GDH-TPI coupled enzyme counterscreen, NADH absorbance; inhibition, % at 4.8 µM; hit rate 1.2% among 360,000; in the data active means inhibition above about 30%;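 further: 0% = DMSO wells and 100% = wells lacking the enzyme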
# BoNT F protease – BoNT F light chain protease inhibition; hit rate 0.22% among 360,000; AID 588497; Multiplex microsphere protease cleavage assay, flow cytometry; inhibition, % at 10 µM; in the data active means inhibition above about 35%, passing the limit was not always enough; inconclusive means no clear call, values can overlap the other calls; further: plate controls were buffer without enzyme for full effect and enzyme alone for no effect
# Anthrax LF inh2 – inhibitors of Bacillus anthracis lethal factor protease; multiplex microsphere protease cleavage assay, LF; inhibition, % at 10 µM; hit rate 0.12% among 360,000; AID 588501; further: plate controls were buffer without enzyme for full effect and enzyme alone for no effect
# BioA inh – inhibitors of Mycobacterium tuberculosis BioA enzyme | purified M. tuberculosis BioA enzyme, plate reader | inhibition, % at 9.99 µM | hit rate 0.096% among 360,000; in the data active means inhibition above about 40%; inconclusive means no clear call, values can overlap the other calls
# PfHsp40 yeast – compounds rescuing yeast from Plasmodium falciparum HSP40 toxicity | S. cerevisiae expressing PfHsp40, growth rescue, ATP luminescence | growth rescue, % at 12.5 µM | hit rate 0.68% among 340,000 | AID 504582; in the data active means growth rescue above about 28%, passing the limit was not always enough; inconclusive means no clear call, values can overlap the other calls;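 further: yeast W303a lacking pdr1 and pdr3 grown in galactose medium; growth measured after three days at 30 °C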
# FadD28 binding – M. tuberculosis FadD28 bisubstrate binding inhibition; FadD28 bisubstrate probe binding, fluorescence polarization; inhibition, % at 12.5 µM; hit rate 0.22% among 360,000; in the data active means inhibition above about 8.5%, passing the limit was not always enough; inconclusive means no clear call, values can overlap the other calls
# An asterisk follows results filed as active; u = inconclusive; x = no result given. Unless noted, no stated cut-off is given here; in the data, active means inhibition above about 30%; inconclusive means no clear call, values can overlap the other calls; inactive means below that.
SMILES,UGM FP inh,BoNT-A LC inh2,Mtb FBA inh,GDH-TPI counter,BoNT F protease,Anthrax LF inh2,BioA inh,PfHsp40 yeast,FadD28 binding
Cc1ccc(CN2CCN(CCCn3cccn3)CC2CCO)cc1 (configuration not stated),1.6,0.4,4,-2,-2,-1,1.6,-2.2,-2.2
Cc1ccc(C=Nc2cccnc2N)cc1,2.5,1.2,4,7,2,0,x,-0.3,-0.2
COc1ccc(C(=O)CC(=O)C(=O)Nc2cccc(F)c2)cc1,3.6,-1.0,-2,9,14,4,-0.1,39*,-1.0
C/C(=N/NC(=O)c1sc(NS(=O)(=O)c2ccccc2)nc1C)c1ccccc1,3.2,0.4,0,27,-6,-3,x,1.2,1.4
CCc1ccc(NC(=O)CC2C(=O)NCCN2C(=O)c2ccccc2OC)cc1 (configuration not stated),-3.5,-2.0,4,-1,0,-4,0.0,1.3,-2.1
CC(=O)N1CCSc2ccc(S(=O)(=O)NCCc3ccc(C)cc3)cc21,-1.7,-0.5,-2,-4,3,-2,0.2,2.7,-4.8
Cc1nc(-c2ccccc2)sc1C(=O)CSc1ccc(Cl)cc1,-3.0,0.7,9,15,2,6,-0.3,0.9,1.1
COc1ccc(NC(=O)CSc2nc3c(cc2C#N)CN(C)CC3)cc1,-0.3,0.8,4,0,-145,-32,6.5,-1.3,-5.7
COc1ccc(CC(=O)OCC(=O)c2c(N)n(C)c(=O)n(C)c2=O)cc1OC,1.9,-0.8,0,2,-9,-9,0.3,0.5,-0.4
O=[N+]([O-])c1ccccc1C=NNc1ccccc1,x,-0.3,-3,9,-7,3,-1.5,2.3,2.3
Cc1noc(C)c1S(=O)(=O)N1CCN(c2ccc([N+](=O)[O-])cc2)CC1,2.1,0.9,-1,-3,-4,2,-1.0,0.2,-2.8
Cc1cccc(CCNC(=O)CN(C)S(=O)(=O)c2ccc3c(c2)c(=O)n(C)c(=O)n3C)c1,1.5,-0.9,1,-2,2,-6,1.2,1.7,-0.9
O=C(Nc1ccccc1)C1CCCN(S(=O)(=O)c2ccc(-n3cnnn3)cc2)C1 (configuration not stated),1.3,-1.0,4,0,-1,-12,-1.5,-0.3,-2.7
CC(C)c1cc(C(=O)N2CCCC(Nc3ccc(F)cc3)C2)nc(N)n1 (configuration not stated),-1.9,-1.4,4,-5,0,-4,1.2,0.8,-0.9
O=C(Nc1cc(Cl)ncn1)c1ccccc1,0.4,x,1,-7,x,x,0.9,x,-0.4
CC1CC(C)CN(S(=O)(=O)c2ccc(C(=O)N3CCCC3)cc2)C1 (configuration not stated),1.8,-2.0,8,4,-2,-1,-0.9,-1.5,-2.4
Cc1ccccc1CS(=O)(=O)Cc1ccc(C(=O)NCCc2ccccc2)o1,0.4,0.2,3,3,0,-1,8.8,0.3,-1.6
Cc1onc(-c2ccccc2)c1C(=O)Nc1sc2c(c1C(N)=O)CCC2,-2.0,1.1,0,14,-14,-8,x,-0.1,-1.6
COC(=O)C1=C(C)NC(C)=C(C(=O)OC)C1/C=C/c1ccccc1,0.1,-1.7,4,18,-4,-2,-0.2,-0.6,-3.3
Cc1ccc(C)c(N(CC(=O)NC2CCCC2)C(=O)CCC(=O)Nc2nccs2)c1,3.6,-0.2,3,4,10,9,-1.9,1.4,-1.6
N#CC1(NC(=O)CN2CCN(S(=O)(=O)c3ccccc3F)CC2)CCCC1,1.3,-0.5,4,5,6,-4,-5.8,0.8,-1.1
COc1cccc(/C=C/c2ccncc2)c1OC,2.3,1.4,3,9,31,1,2.3,1.5,-4.4
O=C(NCC(=O)N1CCN(C(=O)c2ccccc2)CC1)c1ccc(Cl)cc1Cl,-0.8,0.9,0,1,-8,-1,1.1,0.1,-2.6
COc1ccc(/C(N)=N/OC(=O)Cc2ccc(OC)c(OC)c2)cc1,1.4,-0.1,-1,-3,-4,3,0.5,5.2,-3.7
CCc1ccc(OCC(=O)OC(C)C(=O)Nc2ccc(Cl)cn2)cc1 (configuration not stated),0.5,-0.1,6,14,-2,6,-0.4,-0.2,-1.4
Cn1c(SCC(=O)NCC2CCCO2)nnc1-c1ccco1 (configuration not stated),x,4.3,-1,0,8,-2,-0.7,-0.5,-0.8
NS(=O)(=O)c1ccc(NC(=O)COC(=O)Cc2c[nH]c3ccccc23)cc1,-3.8,0.1,-1,-1,-6,0,15,0.3,-2.1
COc1ccc(OC)c(NC(=O)CNC(=O)Cn2ccc3ccccc3c2=O)c1,-0.3,-0.2,1,13,4,-8,-0.4,-0.3,-1.3
COC(=O)C(OC(=O)c1ccccc1)C(C)Br (configuration not stated),1.3,0.2,8,16,0,1,-11,0.0,-0.1
COc1ccc(-c2ccc(C(=O)NCCN(C)C)c3occc23)c(C)c1,x,-0.1,33*,6,-1,-5,1.6,x,-26
O=C(CSCc1ccc(F)cc1)NC1CCCC1,-0.2,0.1,1,0,2,1,1.7,-1.4,-0.3
O=C1NC(=O)N(CCc2ccc(F)cc2)C(=O)/C1=C/C=C/c1ccccc1,-5.1,-3.6,1,0,u,6,-1.6,x,-1.0
Cc1nc2ccccc2c(=O)n1/N=C/c1ccco1,1.6,0.1,-1,8,-2,-7,0.6,-0.2,0.0
COc1ccc(NC(=O)CN(C)CC(=O)Nc2ccccc2SC)cc1,-0.6,1.0,0,6,2,-2,1.4,-0.1,0.9
Cc1ccc(NC(=O)COC(=O)Cc2ccsc2)cc1S(=O)(=O)N1CCOCC1,0.9,-0.3,-1,4,3,-2,-0.1,-0.1,1.9
FC(F)(F)c1ccc(NC2=NCCCS2)cc1,2.0,0.1,3,4,-14,-2,-5.3,-1.0,0.5
CC(NC(=O)c1cc2cc(F)ccc2[nH]1)c1ccccc1 (configuration not stated),1.1,-0.2,23,6,-1,-4,-0.6,0.1,0.6
COc1ccc(OC)c(Nc2nc(-c3sc(C)nc3C)cs2)c1,-1.8,0.4,0,6,12,-3,2.5,-1.0,-2.1
CCCC(=O)Oc1ccccc1C1SCc2cc(C)c(C)cc2CS1,2.4,-1.0,2,19,-24,-3,0.9,-0.6,1.9
CCCc1[nH]nc2c1C1(C(=O)N(CC(N)=O)c3ccccc31)C(C(=O)OC)=C(N)O2 (configuration not stated),1.1,0.1,0,8,8,-2,-2.2,0.0,-3.2
CCOc1ccccc1/C=C(\C(=O)O)c1ccc(S(=O)(=O)N2CCCCC2)s1,1.0,2.2,11,12,-1,0,1.2,0.0,-2.9
COc1cccc(NC(=O)CCC(=O)NCc2ccco2)c1,-1.8,0.4,5,4,-11,-4,0.3,-1.2,-1.8
CCc1ccc(-n2c(Cn3nc(C(F)(F)F)cc3C)n[nH]c2=S)cc1,-0.2,-0.2,4,-1,1,-2,-1.6,-0.9,-3.7
CCOC(=O)c1nn(-c2ccc(Br)cc2)cc1C(=O)c1cccc2ccccc12,-4.5,-1.6,0,-1,-4,2,-0.8,1.5,-2.6
C/C(=N\O)c1ccc(N2C(=O)C3CC=C(Cl)CC3C2=O)cc1 (configuration not stated),1.8,-1.6,0,9,-4,-3,0.6,0.5,-0.4
O=C(COC(=O)c1ccc(O)cc1)NC1CCCCCC1,0.7,-0.2,0,1,-6,-9,4.2,0.7,-2.4
CC(=O)c1cccc(NC(=O)CN(C)S(=O)(=O)c2ccc3c(c2)CCC(=O)N3)c1,-0.4,-0.8,0,1,-7,-7,-1.1,-0.8,-0.9
COc1ccc(C(=O)Nc2nc3ccccc3[nH]2)cc1S(=O)(=O)N1CCOCC1,-0.3,-2.3,9,10,-12,-8,-1.7,-0.2,-2.3
O=C(N/C(=C/c1cccnc1)C(=O)N1CCCCCC1)c1ccccc1,0.3,-2.2,2,1,-18,-2,-0.3,-0.4,-4.1
COC(=O)c1ccccc1N=Cc1c(O)[nH]c(=O)[nH]c1=O,-1.5,-0.2,4,-1,9,-14,-1.5,-1.1,0.2
CCOC(=O)C1=C(C)Nc2ncnn2C1c1cccs1 (configuration not stated),-0.4,-0.2,0,14,-1,1,-3.3,-1.1,-1.6
COn1c(C)c(C(C)=O)c2c3nonc3ccc21,-0.6,1.0,6,7,0,-1,4.5,0.9,-2.3
CCC(C)(C)C(=O)Nc1cccc(Cl)c1C,-1.6,-0.3,2,6,0,-3,x,0.1,-3.2
COC(=O)c1ccc(/C=N/n2c(C)nc3ccccc3c2=O)cc1,-0.6,-0.3,3,5,-6,8,x,8.1,0.1
O=C(COC(=O)CCCNC(=O)c1ccc(Cl)cc1)Nc1cc(Cl)c(Cl)cc1Cl,0.7,0.2,1,-6,1,-2,-2.2,-1.6,-3.5
O=C1CC(N2CCOCC2)C(=O)N1CCc1ccccc1 (configuration not stated),-1.1,2.1,-1,6,27,-1,-0.5,0.3,-3.4
CCOc1cc(/C=C2/COc3ccccc3C2=O)ccc1OCC(=O)N(C)C,x,0.4,1,4,1,-6,x,-0.1,1.3
CC(C)(O)C(=O)Nc1ccc([N+](=O)[O-])c(C(F)(F)F)c1,-0.4,0.8,-1,-1,-5,2,-0.1,0.9,-2.3
CCCOC(=O)NC1C(NC(=O)OCCC)N(C)C(=O)N1C (configuration not stated),0.3,-0.1,4,0,-10,-3,x,-0.1,-0.6
COc1ccccc1N1CCN(CC(=O)c2c(C)[nH]c3ccccc23)CC1,-0.2,-1.8,1,4,-9,-4,0.3,0.4,-1.6

# Going on with the list:
SMILES,UGM FP inh,BoNT-A LC inh2,Mtb FBA inh,GDH-TPI counter,BoNT F protease,Anthrax LF inh2,BioA inh,PfHsp40 yeast,FadD28 binding
O=S(=O)(CCN1CCN(c2ccccc2O)CC1)c1cc(Cl)ccc1Cl,x,1.1,-2,-4,8,1,1.1,3.3,u
Cc1nc2ccc(NC(=O)N3CCCCC3)cc2nc1C,1.0,0.4,63*,6,-2,0,0.7,-1.6,-5.4
Cc1cccc(N2C(=O)CN(Cc3sccc3C)C2=S)c1,-4.1,-0.1,3,2,-8,1,x,0.7,-1.8
CC(C)C(=O)N1CCCC1(C)C(=O)Nc1cccc(Oc2ccccc2)c1 (configuration not stated),x,-0.4,0,0,-9,-7,1.6,x,-1.0
CCc1cccc(OCC(=O)N(C)CC(=O)Nc2cccc(F)c2)c1,-1.9,3.2,1,7,-3,-6,x,3.2,-2.6
CC(=O)NS(=O)(=O)c1ccc(N=NN2CCCCC2)cc1,-1.9,0.9,0,13,-4,3,0.0,-1.1,-4.2
COc1cccc(C(=O)N2N=C(c3ccccn3)CC2(O)C(F)(F)F)c1 (configuration not stated),5.7,-1.1,-7,0,u,-17,x,1.2,-5.0
CCC(C)NS(=O)(=O)c1ccc(S(=O)(=O)N(CC(=O)Nc2ccccc2)Cc2ccco2)cc1 (configuration not stated),-2.1,-0.9,0,-10,-10,1,2.5,-1.4,-5.8
O=c1c2c(nc3cc(-c4cccc(Cl)c4)[nH]n13)CCC2,-0.8,1.8,26,8,13,-4,-0.4,-0.1,-1.2

# Fetched by structure from the entries so far (6):
SMILES,UGM FP inh,BoNT-A LC inh2,Mtb FBA inh,GDH-TPI counter,BoNT F protease,Anthrax LF inh2,BioA inh,PfHsp40 yeast,FadD28 binding
COc1ccc(NC(=O)CSc2nc3c(cc2C#N)CN(C)CC3)cc1,-0.3,0.8,4,0,-145,-32,6.5,-1.3,-5.7
COc1ccc(C(=O)CC(=O)C(=O)Nc2cccc(F)c2)cc1,3.6,-1.0,-2,9,14,4,-0.1,39*,-1.0
COc1ccc(C(=O)Nc2nc3ccccc3[nH]2)cc1S(=O)(=O)N1CCOCC1,-0.3,-2.3,9,10,-12,-8,-1.7,-0.2,-2.3
O=C1NC(=O)N(CCc2ccc(F)cc2)C(=O)/C1=C/C=C/c1ccccc1,-5.1,-3.6,1,0,u,6,-1.6,x,-1.0
Cc1onc(-c2ccccc2)c1C(=O)Nc1sc2c(c1C(N)=O)CCC2,-2.0,1.1,0,14,-14,-8,x,-0.1,-1.6
Cc1cccc(CCNC(=O)CN(C)S(=O)(=O)c2ccc3c(c2)c(=O)n(C)c(=O)n3C)c1,1.5,-0.9,1,-2,2,-6,1.2,1.7,-0.9
